GRIN3A LBD mod: NR3A (human) ligand-binding domain modulation; NR3A LBD differential scanning fluorimetry, Tm shift; 0% = protein alone, 100% = glycine-bound protein; Tm shift relative to glycine control, % at 25 µM; 340,000 compounds, 2.5% hits; AID 1259313;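 active means melting temperature shift of at least 10% of the positive control shift, at one fixed dose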
ATG4B inh: blocks human ATG4B protease cleavage of LC3 substrate | AID 504462 | 340,000 compounds, 0.51% hits | ATG4B cleavage of LC3-PLA2, NBD-HPC fluorescence, 1 h | Q9Y4P1 | inhibition, % at 8.33 µM; in the data active means inhibition above about 40%
PfG6PD inh: PfG6PD (Plasmodium falciparum) enzyme inhibition. 350,000 compounds, 0.78% hits. AID 504690. PfGluPho enzyme, NADPH resazurin-diaphorase fluorescence. inhibition, % at 20 µM;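 active means inhibition reaching at least a set limit at 20 µM in the primary screen, cut at about 59% in these data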;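 further: 0% = DMSO wells with substrate and 100% = DMSO wells lacking glucose-6-phosphate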
SENP6 block: blocks the human protease SENP6 | Q9GZR1 | Recombinant SENP6 catalytic domain, aminoluciferin luminescence | inhibition, % at 10 µM | 330,000 compounds, 1.8% hits | AID 2599;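 active means inhibition above about 50% at the single tested dose, limit read from the data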;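 further: plate controls were DMSO wells with enzyme for no effect and DMSO wells lacking enzyme for full effect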
Target sequence (Q9GZR1 628-1112 limits assumed): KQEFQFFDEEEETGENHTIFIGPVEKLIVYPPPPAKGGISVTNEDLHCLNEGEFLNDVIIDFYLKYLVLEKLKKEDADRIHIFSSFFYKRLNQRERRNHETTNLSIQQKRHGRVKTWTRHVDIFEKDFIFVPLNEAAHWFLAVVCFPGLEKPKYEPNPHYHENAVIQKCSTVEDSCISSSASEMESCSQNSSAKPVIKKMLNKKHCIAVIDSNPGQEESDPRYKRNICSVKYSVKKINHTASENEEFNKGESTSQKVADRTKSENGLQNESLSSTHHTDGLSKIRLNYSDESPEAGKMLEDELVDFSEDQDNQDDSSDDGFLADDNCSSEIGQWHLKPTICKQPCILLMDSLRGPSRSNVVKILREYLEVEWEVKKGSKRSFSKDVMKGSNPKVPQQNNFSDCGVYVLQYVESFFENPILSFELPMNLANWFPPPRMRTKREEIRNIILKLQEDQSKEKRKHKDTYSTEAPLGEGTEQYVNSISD
SENP1 inh: inhibitors of human SENP1 SUMO protease catalytic domain. inhibition, % at 10 µM. 360,000 compounds, 0.21% hits. Q9P0U3. recombinant SENP1 catalytic domain, CyPet-SUMO1-YPet FRET cleavage. AID 624204;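 active means inhibition at least 30% at 10 µM, raw YFP signal under a set limit, fluorescence ratio 0.5 to 1.5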;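 further: 0% = enzyme with DMSO and 100% = no enzyme wells; some results filed as inactive read as strong as hits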
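Test system: human SENP1 catalytic domain; medium: Tris pH 8 buffer plus EDTA, NaCl, BME, BSA, NP40, catalase; incubation: 50 min reaction at room temperature; technique: FRET, CFP and YFP emission; controls: no-enzyme low control and enzyme-plus-DMSO high control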
MPTP inh: inhibitors of mitochondrial permeability transition pore. 360,000 compounds, 1.4% hits. inhibition, % at 10 µM. isolated mouse mitochondria, Ca2+ swelling absorbance, 30 min. AID 602449;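 active means inhibition of 50% or more, scaled per plate between neutral and stimulator controls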;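 further: 0% = DMSO wells given calcium and 100% = 1 mM EGTA wells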
hIAP act: human IAP activation; 330,000 compounds, 0.16% hits; purified human IAP, CDP-Star luminescence, 30 min; stronger effect = higher value; 1 = vehicle-only enzyme, 0 = enzyme-free background; activation factor at 10 µM; P09923;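 active means activation factor of the enzyme at least 2-fold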; further: the source names both 10 and 20 µM as test concentration; values of inactives mirror those of a sister screen read the other way
Target sequence (P09923 whole entry, looked up): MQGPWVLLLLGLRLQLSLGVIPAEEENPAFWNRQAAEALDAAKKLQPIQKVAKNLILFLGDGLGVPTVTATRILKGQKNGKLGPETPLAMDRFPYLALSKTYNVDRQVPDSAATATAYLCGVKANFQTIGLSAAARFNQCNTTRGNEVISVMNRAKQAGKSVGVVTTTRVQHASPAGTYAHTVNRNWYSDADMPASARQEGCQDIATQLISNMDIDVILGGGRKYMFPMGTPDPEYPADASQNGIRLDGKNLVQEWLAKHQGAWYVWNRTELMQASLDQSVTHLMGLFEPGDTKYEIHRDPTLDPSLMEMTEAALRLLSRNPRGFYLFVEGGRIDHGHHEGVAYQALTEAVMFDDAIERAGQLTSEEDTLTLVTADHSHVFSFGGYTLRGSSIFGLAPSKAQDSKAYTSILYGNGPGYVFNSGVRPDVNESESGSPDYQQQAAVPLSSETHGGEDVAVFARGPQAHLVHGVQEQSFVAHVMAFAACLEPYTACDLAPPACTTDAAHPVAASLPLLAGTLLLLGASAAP
SENP8 block: inhibitors of human SENP8 protease. recombinant SENP8, Nedd8 substrate fluorescence. inhibition, % at 20 µM. 360,000 compounds, 0.64% hits. AID 602440; in the data active means inhibition mostly above about 40%, no sharp cut-off; inactive means mostly below about 27%
An asterisk follows results filed as active. Compounds as they come; about 6.7% have a hit in one of these screens.

How did Cc1c(NC(=O)CSc2nnc(-c3ccccc3F)o2)c(=O)n(-c2ccccc2)n1C do in these assays?
PfG6PD inh: -2; SENP1 inh: 4; MPTP inh: -0.9; SENP8 block: 23

Results for Cc1ccc(NS(=O)(=O)c2ccc(C)c(NC(=O)COc3ccccc3)c2)c(C)c1 ?
GRIN3A LBD mod: -20; ATG4B inh: -1; PfG6PD inh: 8; SENP6 block: -26; SENP1 inh: 2; MPTP inh: 0.6; hIAP act: 0.93; SENP8 block: 14

How did CC(=O)c1ccc(N2CCN(Cc3nc4ccccc4[nH]3)CC2)cc1 do in these assays?
GRIN3A LBD mod: 1; ATG4B inh: -19; PfG6PD inh: 30; SENP6 block: -14; SENP1 inh: -4; MPTP inh: 0.3; hIAP act: 0.94; SENP8 block: -41

What do the screens show for `COc1cccc(/C(N)=N/OC(=O)Cc2ccccc2[N+](=O)[O-])c1`?
GRIN3A LBD mod: 2; ATG4B inh: 6; PfG6PD inh: 10; SENP6 block: -17; SENP1 inh: 3; MPTP inh: 0.0; hIAP act: 1; SENP8 block: 22

How did c1csc(CNc2ncnc3sccc23)c1 do in these assays?
GRIN3A LBD mod: 2; ATG4B inh: 7; PfG6PD inh: -10; SENP6 block: 7; SENP1 inh: -15; MPTP inh: 90*; hIAP act: 0.98; SENP8 block: 5

Results for COc1ccc(CC(C)CC(=O)NCCc2ccc(OC)c(OC)c2)cc1 (configuration not stated) ?
GRIN3A LBD mod: 8; ATG4B inh: -9; PfG6PD inh: 1; SENP6 block: -14; SENP1 inh: -1; MPTP inh: 0.2; hIAP act: 1; SENP8 block: 14

How did O=C(N/N=C/C=C\c1ccccc1[N+](=O)[O-])c1cccs1 do in these assays?
GRIN3A LBD mod: -1; ATG4B inh: 2; PfG6PD inh: -5; SENP6 block: -7; SENP1 inh: 2; MPTP inh: -1.3; hIAP act: 0.94; SENP8 block: 11

How did COc1ccccc1N1CCN(c2ncc(C(=O)N3CCN(c4cccc(Cl)c4)CC3)c3ccccc23)CC1 do in these assays?
GRIN3A LBD mod: 0; ATG4B inh: 3; PfG6PD inh: -2; SENP6 block: -1; SENP1 inh: -2; MPTP inh: 8.7; hIAP act: 0.89; SENP8 block: -34

Results for O=C(COc1cccc(Cl)c1)N/N=C\c1cc2ccccc2nc1Cl ?
GRIN3A LBD mod: 8; ATG4B inh: -3; PfG6PD inh: 2; SENP6 block: 11; SENP1 inh: -27; MPTP inh: 7.2; hIAP act: 0.94; SENP8 block: -193

Results for C=CCSc1nc2c(sc3nc(C)cc(C)c32)c(=O)[nH]1 ?
GRIN3A LBD mod: -1; ATG4B inh: -3; PfG6PD inh: 13; SENP6 block: -10; SENP1 inh: 0; MPTP inh: 9.3; hIAP act: 1.1; SENP8 block: -329

Part of the list above in order of formula weight, high to low.
How did Cc1c(NC(=O)CSc2nnc(-c3ccccc3F)o2)c(=O)n(-c2ccccc2)n1C do in these assays?
PfG6PD inh: -2; SENP1 inh: 4; MPTP inh: -0.9; SENP8 block: 23

Results for Cc1ccc(NS(=O)(=O)c2ccc(C)c(NC(=O)COc3ccccc3)c2)c(C)c1 ?
GRIN3A LBD mod: -20; ATG4B inh: -1; PfG6PD inh: 8; SENP6 block: -26; SENP1 inh: 2; MPTP inh: 0.6; hIAP act: 0.93; SENP8 block: 14

Results for O=C(COc1cccc(Cl)c1)N/N=C\c1cc2ccccc2nc1Cl ?
GRIN3A LBD mod: 8; ATG4B inh: -3; PfG6PD inh: 2; SENP6 block: 11; SENP1 inh: -27; MPTP inh: 7.2; hIAP act: 0.94; SENP8 block: -193

Results for COc1ccc(CC(C)CC(=O)NCCc2ccc(OC)c(OC)c2)cc1 (configuration not stated) ?
GRIN3A LBD mod: 8; ATG4B inh: -9; PfG6PD inh: 1; SENP6 block: -14; SENP1 inh: -1; MPTP inh: 0.2; hIAP act: 1; SENP8 block: 14

How did CC(=O)c1ccc(N2CCN(Cc3nc4ccccc4[nH]3)CC2)cc1 do in these assays?
GRIN3A LBD mod: 1; ATG4B inh: -19; PfG6PD inh: 30; SENP6 block: -14; SENP1 inh: -4; MPTP inh: 0.3; hIAP act: 0.94; SENP8 block: -41

What do the screens show for `COc1cccc(/C(N)=N/OC(=O)Cc2ccccc2[N+](=O)[O-])c1`?
GRIN3A LBD mod: 2; ATG4B inh: 6; PfG6PD inh: 10; SENP6 block: -17; SENP1 inh: 3; MPTP inh: 0.0; hIAP act: 1; SENP8 block: 22

Results for C=CCSc1nc2c(sc3nc(C)cc(C)c32)c(=O)[nH]1 ?
GRIN3A LBD mod: -1; ATG4B inh: -3; PfG6PD inh: 13; SENP6 block: -10; SENP1 inh: 0; MPTP inh: 9.3; hIAP act: 1.1; SENP8 block: -329

Next compounds:
Results for CCNC(=O)OCC12CC3CC(CC(C3)C1)C2 ?
GRIN3A LBD mod: -6; ATG4B inh: 4; PfG6PD inh: 7; SENP6 block: -5; SENP1 inh: -2; MPTP inh: -0.5; hIAP act: 1; SENP8 block: 8

How did COc1cc2c(cc1NC(=O)CSc1nc3cc(Cl)ccc3s1)oc1ccccc12 do in these assays?
GRIN3A LBD mod: 32*; ATG4B inh: 8; PfG6PD inh: 25; SENP6 block: -2; SENP1 inh: 0; MPTP inh: 9.1; hIAP act: 0.97; SENP8 block: 14

How did O=C(NC1(C(F)(F)F)NC(=O)N(CCc2ccccc2)C1=O)C1CC1 (configuration not stated) do in these assays?
GRIN3A LBD mod: -1; ATG4B inh: -8; PfG6PD inh: 23; SENP6 block: -6; SENP1 inh: 3; MPTP inh: -0.5; hIAP act: 1; SENP8 block: 23

What do the screens show for `O=C(Cc1nc(-c2ccc([N+](=O)[O-])cc2)cs1)Nc1ccccc1`?
GRIN3A LBD mod: -1; ATG4B inh: -9; PfG6PD inh: 13; SENP6 block: 11; SENP1 inh: -1; MPTP inh: -0.9; hIAP act: 0.98; SENP8 block: 17

Results for O=S(=O)(c1ccc(Cl)cc1)n1cnc2ccccc21 ?
GRIN3A LBD mod: -3; ATG4B inh: 1; PfG6PD inh: -4; SENP6 block: -19; SENP1 inh: 3; MPTP inh: -1.1; hIAP act: 1.2; SENP8 block: 14

How did [O-]/[N+](=C\c1ccc(OC(F)F)cc1)c1ccccc1 do in these assays?
GRIN3A LBD mod: 5; ATG4B inh: 2; PfG6PD inh: 36; SENP6 block: -10; SENP1 inh: 2; MPTP inh: 0.1; hIAP act: 1.1; SENP8 block: 16

What do the screens show for `O=C(OCc1cc([N+](=O)[O-])cc2c1OCOC2)c1ccccn1`?
GRIN3A LBD mod: 4; ATG4B inh: -8; PfG6PD inh: -11; SENP6 block: -22; SENP1 inh: 0; MPTP inh: -0.1; hIAP act: 0.96; SENP8 block: 13

Results for COc1ccccc1N1CCN(CC(C)N(C(=O)C2CCCCC2)c2ccccn2)CC1 (configuration not stated) ?
GRIN3A LBD mod: 3; ATG4B inh: -3; PfG6PD inh: -14; SENP6 block: 5; SENP1 inh: 3; MPTP inh: -0.9; hIAP act: 1.3; SENP8 block: 8

Results for COC(=O)C1=C(CCc2ccccc2)NC(=O)NC1c1ccc(Cl)cc1 (configuration not stated) ?
GRIN3A LBD mod: 0; ATG4B inh: 4; PfG6PD inh: 3; SENP6 block: 1; SENP1 inh: 0; MPTP inh: -1.7; hIAP act: 1; SENP8 block: 1

Results for O=[N+]([O-])c1cccc(S(=O)(=O)NCc2ccncc2)c1 ?
GRIN3A LBD mod: 0; ATG4B inh: 5; PfG6PD inh: -4; SENP6 block: -24; SENP1 inh: 2; MPTP inh: 82*; hIAP act: 1.2; SENP8 block: 5

What do the screens show for `O=C(NC1CCCCC1)C1CCN(c2cnccn2)CC1`?
GRIN3A LBD mod: 4; ATG4B inh: 1; PfG6PD inh: -8; SENP6 block: 1; SENP1 inh: 0; MPTP inh: -0.3; hIAP act: 1; SENP8 block: -149

What do the screens show for `O=C(CC1SCCNC1=O)Nc1ccccc1Cl` (configuration not stated)?
GRIN3A LBD mod: -1; ATG4B inh: -6; PfG6PD inh: -4; SENP6 block: 3; SENP1 inh: 3; MPTP inh: -1.4; hIAP act: 1.1; SENP8 block: 0

How did O=C(NC1CCCC1)c1ccc(Cl)c(S(=O)(=O)N2CCCCC2)c1 do in these assays?
GRIN3A LBD mod: -2; ATG4B inh: -4; PfG6PD inh: 3; SENP6 block: -4; SENP1 inh: 0; MPTP inh: 0.3; hIAP act: 0.92; SENP8 block: 5

Results for Cc1ccc(S(=O)(=O)N2CCOC2CNC(=O)C(=O)NCc2ccc(Cl)cc2)cc1 (configuration not stated) ?
GRIN3A LBD mod: 13*; ATG4B inh: 3; PfG6PD inh: 0; SENP6 block: -10; SENP1 inh: 1; MPTP inh: -1.1; hIAP act: 0.99; SENP8 block: -9

How did CSc1nc(-c2ccccc2)nc(NC(=O)c2ccccc2)c1C(C)=O do in these assays?
GRIN3A LBD mod: -7; ATG4B inh: -2; PfG6PD inh: 2; SENP6 block: 14; SENP1 inh: -3; MPTP inh: -4.2; hIAP act: 0.79; SENP8 block: 16

Results for CCN(CC)c1ccc(/C=N/N2CCOCC2)cc1 ?
GRIN3A LBD mod: 0; ATG4B inh: 2; PfG6PD inh: 17; SENP6 block: -10; SENP1 inh: 0; MPTP inh: -0.3; hIAP act: 1; SENP8 block: 24

Results for Cc1cccc(NC(=S)N(CCCN2CCOCC2)C(C)c2cc3ccccc3o2)c1C (configuration not stated) ?
GRIN3A LBD mod: 0; ATG4B inh: 2; PfG6PD inh: 2; SENP6 block: -8; SENP1 inh: 2; MPTP inh: 0.5; hIAP act: 1; SENP8 block: 16

Results for O=C1CCCC2=C1C(c1ccco1)Nc1ccc(C(=O)c3ccccc3)cc1N2 (configuration not stated) ?
GRIN3A LBD mod: -2; ATG4B inh: 4; PfG6PD inh: 1; SENP6 block: 9; SENP1 inh: 1; MPTP inh: -2.1; hIAP act: 0.96; SENP8 block: -98

What do the screens show for `COC(C(=O)Nc1c(F)cccc1F)c1ccccc1` (configuration not stated)?
GRIN3A LBD mod: 1; ATG4B inh: 0; PfG6PD inh: -4; SENP6 block: 3; SENP1 inh: 1; MPTP inh: 0.1; hIAP act: 0.96; SENP8 block: 12

How did O=C(OCc1ccccc1Cl)c1ccc(-n2cnnc2)cc1 do in these assays?
GRIN3A LBD mod: 2; ATG4B inh: 3; PfG6PD inh: -24; SENP6 block: -9; SENP1 inh: 1; MPTP inh: -0.7; hIAP act: 1; SENP8 block: 5

How did COc1cccc(-c2cc(C(F)(F)F)n3ncc(C(=O)N4CCc5ccccc5C4)c3n2)c1 do in these assays?
GRIN3A LBD mod: 3; ATG4B inh: -3; PfG6PD inh: 6; SENP6 block: 0; SENP1 inh: -22; MPTP inh: -1.9; hIAP act: 1.1; SENP8 block: -198

Results for C=CCNC(=S)N1CCOCC1 ?
GRIN3A LBD mod: 1; ATG4B inh: -2; PfG6PD inh: -3; SENP6 block: -6; SENP1 inh: -1; MPTP inh: 0.8; hIAP act: 1.1; SENP8 block: 12

Results for O=C(COc1ccc2ccc(=O)oc2c1)Nc1cc([N+](=O)[O-])ccc1F ?
GRIN3A LBD mod: -2; ATG4B inh: 5; PfG6PD inh: -5; SENP6 block: -10; SENP1 inh: 1; MPTP inh: 0.3; hIAP act: 0.95; SENP8 block: -106

How did COc1cccc(N2CCN(Cc3ncc(-c4ccccc4)o3)CC2)c1 do in these assays?
GRIN3A LBD mod: 0; ATG4B inh: -5; PfG6PD inh: 12; SENP6 block: -38; SENP1 inh: -3; MPTP inh: 0.7; hIAP act: 0.81; SENP8 block: 5

Results for COc1ccccc1NC(=O)COC(=O)c1ccc(S(=O)(=O)NCc2ccco2)cc1 ?
GRIN3A LBD mod: -11; ATG4B inh: -10; PfG6PD inh: -5; SENP6 block: 10; SENP1 inh: -4; MPTP inh: 1.1; hIAP act: 0.86; SENP8 block: 12
